NPY-Y2 PAM-ag: NPY-Y2 potentiators or agonists, primary screen, cell-based | Neuropeptide Y receptor type 2 (Homo sapiens), P49146 | cells expressing NPY-Y2, potentiator/agonist read-out | activation, % at 3.6 µM | hit rate 0.45% among 220,000; in the data active means activation above about 27%;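 further: cells stimulated with NPY near EC25 plus isoproterenol at EC100; 0% = vehicle plus submaximal agonist and 100% = vehicle plus saturating agonist; some results beyond the cut were filed as inactive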
Target sequence (P49146 whole entry, looked up): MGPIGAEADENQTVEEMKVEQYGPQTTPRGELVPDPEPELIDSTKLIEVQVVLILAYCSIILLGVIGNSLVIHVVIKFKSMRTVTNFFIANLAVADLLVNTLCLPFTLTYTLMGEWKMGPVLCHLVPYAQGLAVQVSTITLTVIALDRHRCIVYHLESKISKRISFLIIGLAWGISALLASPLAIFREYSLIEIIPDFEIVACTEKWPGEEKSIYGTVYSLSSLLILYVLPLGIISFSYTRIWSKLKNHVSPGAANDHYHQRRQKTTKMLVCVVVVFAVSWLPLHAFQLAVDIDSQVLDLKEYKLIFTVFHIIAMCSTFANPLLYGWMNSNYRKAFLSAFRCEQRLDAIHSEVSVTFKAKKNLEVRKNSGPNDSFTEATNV
RBBP9 inhibitor: human RBBP9 inhibitors, primary screen, biochemical, fluorescence polarization, FP-Rh probe, HTS; Serine hydrolase RBBP9 (Homo sapiens), O75884; recombinant RBBP9; inhibition, % at 7.94 µM; hit rate 0.2% among 220,000;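 active means inhibition above the campaign mean of all tested compounds plus 3 SD, cut at about 14% in these data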;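 further: plate controls were DMSO wells with RBBP9 for no effect and wells lacking RBBP9 protein for full effect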
Target sequence (O75884 whole entry, looked up): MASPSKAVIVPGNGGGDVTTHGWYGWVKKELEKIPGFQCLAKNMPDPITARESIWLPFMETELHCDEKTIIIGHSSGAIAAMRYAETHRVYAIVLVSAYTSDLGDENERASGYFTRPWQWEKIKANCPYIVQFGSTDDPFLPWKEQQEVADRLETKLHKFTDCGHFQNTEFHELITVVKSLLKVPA
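Test system – recombinant human RBBP9 · Input – RBBP9 2.5 µM in dispensing solution, pre-mixing · Medium – Tris buffer pH 8.0, NaCl, Pluronic · Schedule – preincubation 30 min plus labeling 45 min at 25 °C · Measured by – fluorescence polarization · Measure – % inhibition · Controls – DMSO and no-protein wells · Replicates – one well per compound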
BaF3 parental: parental Ba/F3 cell viability inhibition, counter-screen for JAK2V617F inhibitor project, murine pro-B, CellTiter-Glo luminescence; CellTiter-Glo ATP luminescence; inhibition, % at 5.6 µM; hit rate 1.1% among 220,000; AID 1486, 2009;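 active means inhibition above a per-campaign cutoff, the mean inhibition of all tested compounds plus 3 SD, cut at about 27% in these data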;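 further: 0% = DMSO wells and 100% = JAK Inhibitor I control wells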
Runt-CBFb FRET: inhibitors of RUNX1 Runt–CBFb binding, primary screen, biochemical, FRET, Cerulean-Runt, Venus-CBFb, uHTS; Runt-related transcription factor 1 (Homo sapiens) + Core-binding factor subunit beta …; hit rate 0.46% among 220,000; Cerulean-Runt/Venus-CBFb FRET ratio 530/480, 1 h; inhibition, % at 20 µM;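 active means inhibition over about 50% at 20 µM in the single-dose screen, limit read from the data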;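 further: 0% = DMSO wells and 100% = excess unlabeled CBFb competitor control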
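Reagent – Venus-CBFb binding partner, 100 nM · Assay system – Cerulean-tagged RUNX1 Runt domain (FRET donor) fusion protein · Input – 100 nM per protein · Incubation – two 1 h room-temperature incubations shielded from light · Measured by – FRET fluorescence · Medium – Tris buffer pH 7.5 with salts and BSA · Benchmarks – unlabeled CBFb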
NPY1 pot ag: NPY-Y1 receptor potentiators or agonists, primary screen, cell-based | Neuropeptide Y receptor type 1 (Homo sapiens), P25929 | NPY-Y1 expressing cells, potentiator/agonist activation | activation, % at 3.6 µM | hit rate 0.37% among 220,000 | AID 1304, 2008; in the data active means activation above about 33%, passing the limit was not always enough;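 further: cells stimulated with NPY at EC10 then isoproterenol at EC100; 0% = low agonist plus stimulus and 100% = saturating agonist plus stimulus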
S1P4 ag: S1P4 receptor agonists, primary screen, cell-based. S1P4-expressing cell line, agonist reporter assay. activation, % at 4.98 µM. hit rate 0.35% among 220,000. AID 1509, 2009; in the data active means activation above about 11%;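 further: 0% = DMSO vehicle and 100% = reference agonist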
Target sequence (O95977 whole entry, looked up): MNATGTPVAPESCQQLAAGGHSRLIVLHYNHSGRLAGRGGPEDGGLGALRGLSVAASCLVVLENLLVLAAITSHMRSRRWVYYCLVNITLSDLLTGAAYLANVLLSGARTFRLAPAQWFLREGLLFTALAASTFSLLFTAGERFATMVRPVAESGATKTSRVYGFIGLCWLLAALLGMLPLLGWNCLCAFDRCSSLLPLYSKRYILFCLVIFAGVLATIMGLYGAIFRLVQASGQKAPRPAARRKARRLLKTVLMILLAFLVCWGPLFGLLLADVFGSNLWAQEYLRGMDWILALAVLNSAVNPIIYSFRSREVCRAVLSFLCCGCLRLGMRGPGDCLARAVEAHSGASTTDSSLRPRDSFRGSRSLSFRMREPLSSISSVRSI
S1P4 antag: S1P4 receptor antagonists, primary screen, cell-based | Sphingosine 1-phosphate receptor 4 (Homo sapiens), O95977 | S1P4-expressing cells, antagonist mode, reporter read-out | inhibition, % at 4.98 µM | hit rate 0.26% among 220,000 | AID 1510, 2009; in the data active means inhibition above about 29%;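 further: 0% = wells stimulated with agonist and 100% = vehicle wells without agonist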
Ba/F3 V617F tox: reduced viability of JAK2V617F-dependent Ba/F3 cells, primary screen, JAK2V617F inhibitor project, cell-based, Ba/F3 EpoR-JAK2V617F, luminescence; ATP luminescence; inhibition, % at 5.6 µM; hit rate 1.1% among 220,000;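 active means inhibition above the campaign mean plus 3 SD over all tested compounds, cut at about 24% in these data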;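 further: cytokine-independent growth of Ba/F3 cells driven by EpoR plus mutant JAK2; 0% = DMSO-treated cells and 100% = JAK inhibitor I control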
NPY-Y1 antag: NPY-Y1 receptor antagonists, primary screen, cell-based; Neuropeptide Y receptor type 1 (Homo sapiens), P25929; inhibition, % at 3.6 µM; HEK293-CNG Y1 cells, membrane potential fluorescence; NPY at EC95, then isoproterenol; hit rate 1% among 200,000;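 active means inhibition above the campaign mean inhibition of all tested compounds plus 3 SD, cut at about 20% in these data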;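 further: 0% = DMSO wells given NPY plus isoproterenol and 100% = isoproterenol alone without NPY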
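Material: HEK293 Y1/CNG channel cell line; also added: NPY (25 nM), isoproterenol (1 µM), Ro 20-1724 (25 µM); doses: one concentration, 3.6 µM, in 0.4% DMSO; schedule: compound incubation 1 h at room temperature, readout 45 min post-stimulation; technique: membrane potential fluorescence; measure: fluorescence ratio normalized to % inhibition between controls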
* hit, by the source's call; . = not tested or not shown.

# | Molecule | NPY1 pot ag | S1P4 antag | Ba/F3 V617F tox | BaF3 parental | S1P4 ag
1 | CCN(CCCNC(=O)c1cn(CC)c2ccc(S(=O)(=O)N(C)C)cc2c1=O)c1cccc(C)c1 | -18 | -20 | -3 | 8 | -0.6
2 | N#C/C(=C\c1cccnc1)C(=O)Nc1cccc2ccccc12 | 18 | -7 | -5 | 1 | 1.5
3 | S=C(NN=C1C2CC3CC(C2)CC1C3)Nc1ccccc1 | -7 | 0 | -1 | 4 | 1.2
4 | S=C(c1ccc(-c2ccc(Cl)c(Cl)c2)o1)N1CCOCC1 | 8 | -17 | 0 | 9 | 1.2
5 | Cc1ccccc1N1CCN(C(=O)c2ccccc2NC(=O)c2ccccc2C(=O)O)CC1 | -2 | -9 | 2 | 9 | -0.4
6 | CCN(CCn1cccn1)Cc1nc(-c2ccc(C(=O)OC)cc2)no1 | -11 | -3 | 2 | 1 | 0.1
7 | CN(C)CCCCOc1ccccc1F | 4 | -5 | 1 | 2 | -1.7
8 | C=CCn1c(=O)c2ccccc2n2c(SCC(=O)Nc3sc(C(=O)N(CC)CC)c(C)c3C(=O)OCC)nnc12 | 4 | -3 | -4 | 4 | -0.3
9 | Cn1nc(CC(=O)Nc2ccc(N3CCN(C(=O)OC(C)(C)C)CC3)cc2)c2ccccc2c1=O | -9 | -25 | 50* | 60* | 0.6
10 | COc1ccc(NC(=O)N(Cc2cc3cc(OC)ccc3[nH]c2=O)CC2CCCO2)cc1 (configuration not stated) | 4 | 6 | 4 | 8 | 0.2
11 | CCN(CC)c1ccc(NC(=O)C2CCC(CNc3c(N4CCCC4)c(=O)c3=O)CC2)c(C)c1 (configuration not stated) | 19 | -3 | 0 | 2 | 0.1
12 | CC(=O)Nc1nc(C)c(C(C)C)s1 | -5 | 4 | 5 | -1 | -0.6

# | Runt-CBFb FRET | RBBP9 inhibitor | NPY-Y1 antag | NPY-Y2 PAM-ag
1 | -2 | -7 | 35* | -18
2 | 3 | -4 | -6 | 3
3 | 14 | -3 | 1 | -2
4 | 33 | -8 | 2 | 7
5 | 1 | 3 | 0 | -10
6 | 1 | -4 | 11 | -8
7 | -2 | -8 | 2 | -4
8 | -7 | -9 | 2 | 7
9 | -6 | -14 | -5 | 23
10 | 0 | -11 | 8 | -4
11 | 8 | 3 | . | -5
12 | 1 | 1 | . | -14

The list goes on:
# | Molecule | NPY1 pot ag | S1P4 antag | Ba/F3 V617F tox | BaF3 parental | S1P4 ag
13 | CC(=O)Nc1cccc(-c2nc3ccc(NC(C)=O)cc3[nH]2)c1 | 5 | 5 | 0 | 5 | 2.1
14 | Cc1ccc(S(=O)(=O)N[C@H](C(=O)OCC(=O)NC(=O)Nc2ccc3c(c2)OCCO3)C(C)C)cc1 | 3 | -14 | -2 | 1 | 2.8
15 | N#Cc1c2c(c(-c3ccccc3Cl)[nH]c1=S)CCCC2 | 3 | -7 | -1 | 3 | -1.5
16 | C/C(=N/Nc1nc(-c2ccccc2)cc(-c2ccccc2)n1)c1ccc(N)cc1 | 6 | -9 | 0 | 10 | -0.2
17 | OCCN(CC#CC(O)(c1ccccc1)c1cccc(F)c1)CCO (configuration not stated) | 9 | 12 | -4 | 3 | -2.2
18 | C/C(CC(=O)Nc1cccc(Cl)c1Cl)=N\NC(=O)c1ccccc1N | 14 | -5 | -1 | 7 | 1.8
19 | CCOC(=O)c1cc2sccc2n1CC(=O)N1CCCC1 | 3 | -15 | -1 | 3 | -0.2
20 | O=C(CCC(=O)NC1CCN(Cc2ccccc2)CC1)NCc1ccco1 | -6 | -9 | -2 | 4 | 1.5
21 | COc1ccc(C(=O)N(C(C)C)C(C)C)c(OC)c1 | 5 | -4 | -2 | 6 | -2.0
22 | COc1ccc(NC(=O)Cn2c(=O)n(CC3CCCO3)c(=O)c3ccccc32)c(OC)c1 (configuration not stated) | 3 | 13 | -2 | 2 | 0.5
23 | COC(=O)c1[nH]c2ccccc2c1NC(=O)CN1CCN(c2cccc(Cl)c2)CC1 | -25 | -4 | -4 | -3 | -0.9
24 | CC(C)(C)C(=O)N1CCN(c2ccc([N+](=O)[O-])c(NCC3CCCO3)c2)CC1 (configuration not stated) | 7 | -2 | 1 | 2 | 1.4

# | Runt-CBFb FRET | RBBP9 inhibitor | NPY-Y1 antag | NPY-Y2 PAM-ag
13 | -2 | 2 | 6 | 7
14 | -4 | 3 | -2 | 11
15 | 5 | -5 | 1 | -2
16 | 0 | -9 | -5 | 8
17 | 0 | -6 | . | 11
18 | -2 | -8 | 6 | -8
19 | -2 | -6 | -2 | 1
20 | -3 | -6 | -4 | 4
21 | 0 | -8 | 0 | -2
22 | 0 | 1 | -3 | 4
23 | 0 | 5 | -8 | 0
24 | -2 | -5 | -1 | 18

Shown as a markdown table: entries from further up
| entry | SMILES | NPY1 pot ag | S1P4 antag | Ba/F3 V617F tox | BaF3 parental | S1P4 ag | Runt-CBFb FRET | RBBP9 inhibitor | NPY-Y1 antag | NPY-Y2 PAM-ag |
| --- | --- | --- | --- | --- | --- | --- | --- | --- | --- | --- |
| 17 | OCCN(CC#CC(O)(c1ccccc1)c1cccc(F)c1)CCO (configuration not stated) | 9 | 12 | -4 | 3 | -2.2 | 0 | -6 | . | 11 |
| 16 | C/C(=N/Nc1nc(-c2ccccc2)cc(-c2ccccc2)n1)c1ccc(N)cc1 | 6 | -9 | 0 | 10 | -0.2 | 0 | -9 | -5 | 8 |
| 14 | Cc1ccc(S(=O)(=O)N[C@H](C(=O)OCC(=O)NC(=O)Nc2ccc3c(c2)OCCO3)C(C)C)cc1 | 3 | -14 | -2 | 1 | 2.8 | -4 | 3 | -2 | 11 |
| 22 | COc1ccc(NC(=O)Cn2c(=O)n(CC3CCCO3)c(=O)c3ccccc32)c(OC)c1 (configuration not stated) | 3 | 13 | -2 | 2 | 0.5 | 0 | 1 | -3 | 4 |

Other compounds.
# | Molecule | NPY1 pot ag | S1P4 antag | Ba/F3 V617F tox | BaF3 parental | S1P4 ag
25 | Cc1nc2c(c3c1[nH]c1ccccc13)C(=O)CC(C)(C)C2 | 4 | -15 | 5 | 6 | 1.6
26 | COc1ccccc1-c1nnc(SC/C(O)=C(\C#N)c2nc3ccccc3[nH]2)n1C1CCCCC1 | -7 | -7 | 0 | 5 | -0.2
27 | O=[N+]([O-])c1ccc(-c2ccc(/C=N/Nc3nc(N4CCCCC4)nc(N4CCCCC4)n3)o2)cc1 | 10 | -8 | -3 | 7 | 0.2
28 | N#CCc1nc(CSc2nc3ccccc3s2)cs1 | -38 | 1 | 6 | 7 | -2.6
29 | Cc1oc(-c2cccs2)nc1CN1CCN(Cc2ccc(F)c(F)c2)C(CCO)C1 (configuration not stated) | -1 | -9 | -2 | 5 | 1.2
30 | CCn1nnnc1SCC(=O)Nc1nc(C)c(C)s1 | -23 | 6 | -2 | 3 | 0.1
31 | O=S(=O)(CCOc1ccccc1)N1CCOCC1 | -5 | 23 | -2 | 1 | 1.0
32 | c1ccc(CCN=C2CCCc3c2[nH]c2ccccc32)cc1 | 12 | -12 | -7 | -1 | -0.4
33 | CC(Sc1nc2c([nH]c3ccccc32)c(=O)n1C)c1ccccc1 (configuration not stated) | 12 | -17 | 0 | 2 | 1.7
34 | O=[N+]([O-])/C(=C\Nc1ccccc1)S(=O)(=O)c1ccccc1 | -1 | 18 | -4 | -2 | 1.5
35 | O=C(NCc1ccccn1)NC1CCCCC1 | 4 | -9 | 2 | 6 | 0.9
36 | CCOc1ccc2nc(COC(=O)c3cccc([N+](=O)[O-])c3)c(C(C)=O)[n+]([O-])c2c1 | 1 | -4 | 0 | -2 | 1.0

# | Runt-CBFb FRET | RBBP9 inhibitor | NPY-Y1 antag | NPY-Y2 PAM-ag
25 | -3 | -2 | -3 | 4
26 | 2 | -5 | -2 | 4
27 | -29 | -13 | 6 | 0
28 | 22 | 3 | 2 | -28
29 | 0 | -2 | 4 | 4
30 | 1 | -9 | 3 | -2
31 | -1 | -8 | -3 | 11
32 | 1 | -2 | . | -17
33 | 2 | -5 | 1 | 1
34 | 0 | -11 | 7 | 10
35 | -1 | -2 | -5 | 0
36 | -4 | 1 | . | 6

Results in BaF3 parental and NPY-Y1 antag, for some of the entries so far:
| nr | SMILES | BaF3 parental | NPY-Y1 antag |
| --- | --- | --- | --- |
| 29 | Cc1oc(-c2cccs2)nc1CN1CCN(Cc2ccc(F)c(F)c2)C(CCO)C1 (configuration not stated) | 5 | 4 |
| 30 | CCn1nnnc1SCC(=O)Nc1nc(C)c(C)s1 | 3 | 3 |

Carrying on.
# | Molecule | NPY1 pot ag | S1P4 antag | Ba/F3 V617F tox | BaF3 parental | S1P4 ag
37 | CC(NC(=O)CCOc1ccccc1)c1ccccc1 (configuration not stated) | -15 | -7 | -2 | 0 | -1.6
38 | CSCCC(NC(=O)c1ccc(C(C)(C)C)cc1)C(=O)O (configuration not stated) | 0 | -7 | -1 | 0 | -0.4
39 | Cc1ccc(/C(C#N)=C\c2cn(C)c3ccccc23)cc1 | -15 | 3 | -4 | 1 | 1.3
40 | Oc1c(C=Nc2ccccc2Cl)[nH]c2ccccc12 | -8 | -6 | -2 | -2 | 1.1
41 | Cc1ccc(NC(=O)Cn2nnc(C(=O)Nc3ccc(C)c(C)c3)c2N)cc1 | 2 | -2 | 5 | 10 | -2.2
42 | Cc1ccc(C)n1-c1ccc(N2CCOCC2)nc1 | -25 | -17 | -3 | 0 | 0.7
43 | O=C(COC(=O)c1ccccc1Br)NCCc1ccc(F)cc1 | -16 | -16 | 5 | 6 | 0.4
44 | COCCNC(=O)C(c1ccc(C)cc1)N(C(=O)CCC(=O)Nc1ccccn1)C1CCCC1 (configuration not stated) | -18 | -5 | 4 | 7 | -0.8
45 | CSc1ccccc1C(=O)C1CCCN(C(=O)c2csnn2)C1 (configuration not stated) | 2 | -4 | 0 | 5 | 0.6
46 | CCOc1ccc(NC(=O)CC2C(=O)N(c3ccccc3)C(=S)N2Cc2ccccn2)cc1 (configuration not stated) | 19 | -7 | -1 | -1 | -0.8

# | Runt-CBFb FRET | RBBP9 inhibitor | NPY-Y1 antag | NPY-Y2 PAM-ag
37 | 1 | -2 | 1 | 3
38 | 0 | -6 | -3 | -4
39 | 0 | -6 | 6 | -2
40 | 2 | -7 | . | 0
41 | 0 | -19 | -3 | -3
42 | 1 | 1 | 5 | -2
43 | 0 | -3 | 3 | -11
44 | 0 | -3 | 9 | -10
45 | 2 | -5 | 2 | -4
46 | . | -7 | -6 | 14
